Source: PubChem BioAssay
tim10-1 inh – tim10-1 yeast growth inhibition; S. cerevisiae tim10-1 ts strain growth, BacTiter-Glo, 24 h; inhibition, % at 20 µM; 2.2% of 330,000 active;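 active = inhibition of at least 40%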;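 also: mutant grown at 25 °C; 0% = DMSO wells with yeast and 100% = wells holding no yeast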
UPR XBP1 act – adaptive UPR (XBP1) activation. CHO-XBP1 luciferase reporter, IRE1-XBP1 UPR activation, luminescence; percent of tunicamycin response, DMSO as zero. 0.33% of 330,000 active. AID 463104. activation, % at 20 µM;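 active = versus positive control, 20 µM dose yields 30% or more activation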;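 also: 100% = tunicamycin at 10 µg/mL and 0% = DMSO only wells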
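Material: IRE1-XBP1 luciferase reporter CHO line / Quantity: one thousand reporter cells per well / Buffer or medium: F12 with 10% serum / Compound: 20 µM single concentration, DMSO 1% / Times: 6 h treatment, 37 °C / Detection: Steady-Glo luciferase glow luminescence, 10 min after reagent addition / Benchmarks: tunicamycin high, DMSO low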
CXCR6 inh – inhibitors of human CXCR6 receptor; O00574; CHO-K1 PathHunter CXCR6 beta-arrestin, luminescence; inhibition, % at 20 µM; 0.36% of 360,000 active; in the data active = inhibition above about 34%, passing the limit was not always enough;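 also: antagonist mode with CXCL16 agonist at 10 nM final; 0% = 10 nM CXCL16 with DMSO and 100% = unstimulated wells without agonist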
Target sequence (O00574 whole entry, looked up): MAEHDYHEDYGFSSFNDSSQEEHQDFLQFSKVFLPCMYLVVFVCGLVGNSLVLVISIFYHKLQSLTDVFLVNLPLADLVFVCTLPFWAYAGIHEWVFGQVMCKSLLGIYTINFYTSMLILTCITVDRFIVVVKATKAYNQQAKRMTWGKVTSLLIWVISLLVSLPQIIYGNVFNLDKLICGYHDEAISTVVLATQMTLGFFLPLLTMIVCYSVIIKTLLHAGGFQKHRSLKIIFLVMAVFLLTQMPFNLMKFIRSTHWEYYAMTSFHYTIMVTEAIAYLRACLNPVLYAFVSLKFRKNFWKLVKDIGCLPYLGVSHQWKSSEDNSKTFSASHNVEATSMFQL
Mdm2-MdmX inh – inhibitors of human Mdm2/MdmX interaction | O15151+Q00987 | SaOS-2 split-luciferase Mdm2/MdmX complementation, luminescence | inhibition, % at 8 µM | 3% of 330,000 active | AID 485346;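 active = inhibition of at least 50% at 8 µM in the primary screen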
UPR CHOP act – apoptotic UPR (CHOP) activation | CHO-CHOP luciferase reporter, luminescence; percent of tunicamycin response over DMSO baseline | activation, % at 10 µM | 0.34% of 330,000 active | AID 449763;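 active = at 10 µM dose, activation of 40% or more, normalized to positive control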;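 also: 100% = tunicamycin at 10 µg/mL and 0% = DMSO alone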
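Assay system: CHO cells with stable CHOP pathway luciferase reporter; Buffer or medium: F12 plus 10% serum; Times: 16-18 h cell attachment, then 6 h compound exposure, 37 °C; Signal: luciferase luminescence; Read-out basis: percent activation relative to tunicamycin control; Control set: tunicamycin high control, DMSO low control.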
APJ agonist – APJ receptor agonism. CHO-K1 APJ PathHunter beta-arrestin, luminescence; 0% DMSO wells, 100% apelin. 0.11% of 330,000 active. activation, % at 20 µM. P35414;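 active = activation more than six SD over the plate average, tested at 20 µM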;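 also: 0% = DMSO alone and 100% = apelin-13 at 10 nM; some results filed as inactive read as strong as hits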
Target sequence (P35414 whole entry, looked up): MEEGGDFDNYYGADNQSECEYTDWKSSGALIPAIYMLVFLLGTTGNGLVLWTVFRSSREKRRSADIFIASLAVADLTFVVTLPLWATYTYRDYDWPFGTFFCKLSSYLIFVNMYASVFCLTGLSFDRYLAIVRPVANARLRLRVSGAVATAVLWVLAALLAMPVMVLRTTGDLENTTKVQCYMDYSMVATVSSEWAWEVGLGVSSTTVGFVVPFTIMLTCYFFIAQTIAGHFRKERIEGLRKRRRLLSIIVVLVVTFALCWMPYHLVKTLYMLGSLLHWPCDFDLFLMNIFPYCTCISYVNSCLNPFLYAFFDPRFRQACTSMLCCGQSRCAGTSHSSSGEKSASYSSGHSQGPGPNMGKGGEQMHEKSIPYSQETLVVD
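Incubation: overnight seeding, 90 min compound at 25 °C, 1 h detection; test system: PathHunter CHO-K1 APJ (AGTRL-1) beta-arrestin reporter cells; amount: 1000 cells/well; doses: one dose, 20 µM compound, 1% DMSO; measured by: beta-gal luminescence; measure: agonist-driven arrestin binding to APJ; benchmarks: negative DMSO alone, positive Apelin-13 at 10 nM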
APJ antagonist – APJ receptor antagonism; CHO-K1 APJ beta-arrestin complementation, luminescence; inhibition, % at 20 µM; AID 2521; 0.32% of 330,000 active;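 active = inhibition above about 40% at 20 µM, limit read from the data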;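 also: cells challenged with 10 nM apelin-13 agonist together with compound; plate controls were apelin-13 plus DMSO wells for no effect and DMSO wells lacking apelin-13 for full effect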
TIM10 inh – TIM10 yeast growth inhibition; AID 463195; inhibition, % at 10 µM; 1.4% of 330,000 active; S. cerevisiae TIM10 strain growth, BacTiter-Glo luminescence, 24 h;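 active = inhibition of 40% or more at the single tested concentration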;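 also: wild-type TIM10 isogenic control strain grown at permissive 25 °C; 0% = DMSO yeast wells and 100% = minimal medium wells without yeast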
tim23-1 inh – growth inhibitors of tim23-1 mutant yeast; S. cerevisiae tim23-1 growth, BacTiter-Glo luminescence, 24 h; inhibition, % at 20 µM; AID 463212; 1.3% of 330,000 active;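 active = growth inhibition of the mutant yeast at or above 50%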;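 also: temperature-sensitive mutant grown at 25 °C; plate controls were DMSO-treated mutant yeast for no effect and medium wells lacking yeast for full effect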
An asterisk follows results filed as active. This is a subset; rates above refer to the full screens.

SMILES	tim10-1 inh	UPR XBP1 act	CXCR6 inh	Mdm2-MdmX inh	UPR CHOP act	APJ agonist	APJ antagonist	TIM10 inh	tim23-1 inh
COc1ccccc1C(=O)NCCC(=O)NC1CCC(C)CC1 (stereo not drawn)	17	-1	5	-25	2.8	-1	11	6	20
COc1ccc(C(CC(=O)O)NS(=O)(=O)c2ccc3c(c2)NC(=O)CO3)cc1 (stereo not drawn)	-17	-4	-17	-6	0.1	2	-24	-13	-1
Cn1c(CCN2CCCC2)nc2cc(NS(=O)(=O)c3ccccc3)ccc21	11	-5	5	49	0.7	-3	-21	9	1
CCOC(=O)N1CCC(N2C(=O)c3ccc(C(=O)NCc4ccc(F)cc4)cc3C2=O)CC1	9	-1	0	-21	7.0	-2	9	1	8
O=C(NCc1ccccc1)NC(=O)c1ccc(Cl)cc1	1	-3	0	11	0.4	-4	8	-11	12
C[C@H]1CN([C@@H](C)CO)C(=O)c2cc(NC(=O)C3CCCCC3)ccc2O[C@H]1CN(C)C(=O)Nc1ccc2c(c1)OCO2	-4	2	2	0	1.8	0	-2	2	-1
CC1CCN(CC(=O)Nc2ccc(N3CCCCCC3)cc2)CC1	15	6	-8	1	-0.8	1	-1	-8	6
O=C(NCc1cccnc1)Nc1cccc([N+](=O)[O-])c1	-7	2	-4	-21	0.9	-4	27	18	-1
Cc1cc(=O)[nH]c(SCC(=O)Nc2ccc(S(=O)(=O)N3CCCCC3)cc2)n1	11	1	7	6	-2.3	-2	21	-7	2
O=C(c1cccnc1)N(c1cc2sc(=O)oc2c2ccccc12)S(=O)(=O)c1ccccc1	4	3	-9	26	0.4	1	-20	-9	13
CCCCNC(=O)COC(=O)c1ccc(SC)cc1OC	10	-1	-3	4	-0.7	-3	-9	27	3
O=C(CSC1=NCCS1)N1CCN(c2ccc(Cl)cc2)CC1	26	-1	-7	27	2.1	-3	-9	9	-3
CC1CCCCC1NC(=O)C1CC=CCC1C(=O)O (stereo not drawn)	2	-1	-2	-32	-1.6	-5	4	-2	3
O=C(COC(=O)Cc1cccc(C(F)(F)F)c1)NC1CC1	10	0	-11	20	-2.1	0	12	10	-1
CCCC1NC(C(=O)O)Cc2c1[nH]c1ccccc21 (stereo not drawn)	-2	-3	-11	17	-0.4	-3	-20	-5	6
Cn1c2ccccc2c2cc(C(=O)NNC(=O)CCl)sc21	-13	1	-13	30	0.6	0	-2	-5	14
CCOC(=O)Cc1csc(/C(=N/O)C(N)=O)n1	-15	0	-1	8	-1.1	-1	17	-9	3
C/C(=N\NC(=O)c1cc(C)nc2ccccc12)c1cccc(Cl)c1	7	-5	-3	15	0.7	-4	9	11	15
CC(C)C(=O)Nc1ccc(C(=O)NCc2cccnc2)cc1	11	-3	-4	0	-2.0	-3	-5	-1	15
CN(C(=O)C1CCCN(c2ncnc3c2nc2n3CCCCC2)C1)c1cccc(Cl)c1 (stereo not drawn)	31	-1	1	37	-0.8	-1	-38	8	17
CSCCCN1CCCC(CO)(Cc2ccccc2F)C1 (stereo not drawn)	-7	-3	-1	-7	-0.7	-2	8	-1	-10
O=C(CN1CCN(S(=O)(=O)c2ccccc2)CC1)NC(=O)NCc1ccco1	-1	-3	3	8	-0.2	-2	10	2	-15
O=S(=O)(c1cccc2nsnc12)N1CCN(Cc2ccccc2)CC1	11	1	-3	8	1.3	-3	19	7	5
N#Cc1c2ccc(OCC(N)=O)cc2n2ccccc12	-8	3	-24	33	-2.4	2	-10	0	-3
CCOC(=O)N1CCN(S(=O)(=O)N2CCCC(C(=O)NCCCN3CCC(C)CC3)C2)CC1 (stereo not drawn)	-2	-6	-7	11	0.6	2	14	7	-28
COc1cccc(/C=N/NC(=O)CN2C(=O)NC3NC(=O)NC32)c1 (stereo not drawn)	2	0	0	-8	-1.0	4	-10	3	8
Cc1cccc(NC(=S)N2CCN(Cc3ccc4c(c3)OCO4)CC2)c1C	-3	-2	0	-15	-1.6	7	5	-10	-1
CC(C)(C)c1ccc(-c2nc3cc(N)ccc3o2)cc1	10	-6	-9	-28	1.6	-4	14	10	37
COc1cccc(CNc2ncc(C(=O)Nc3cc(OC)c(OC)c(OC)c3)c(C)n2)c1	-9	0	-6	55*	-0.1	-3	-4	-7	-2
CC(C)(C)c1nc(SCC(=O)N2CCCC2)c2ccccc2n1	-22	-3	1	18	-0.9	-4	6	16	33
COc1cccc(NC(=O)Cn2nnc(C(=O)Nc3ccccc3)c2N)c1	-17	5	7	-17	-1.0	-1	10	1	0
C#CCSc1nnc(CNS(=O)(=O)c2ccc(Br)cc2)n1C	-3	-4	-9	16	-1.9	9	2	4	-3
Cn1c2ccc(Cl)cc2c2nc3ccccc3nc21	17	6	0	-39	2.0	-3	-69	-68	32
CCCn1c(NC(=O)CN2C(=O)NC3(CCCC3)C2=O)nc2ccccc21	6	5	4	-18	-0.1	-2	11	1	2
CC(C)(C)NC(=O)CSc1nccn1Cc1ccccc1	-5	3	2	14	0.0	-4	9	0	4
O=C(NCc1ccc(F)cc1)C(=O)NCC(c1ccco1)N1CCOCC1 (stereo not drawn)	-39	0	2	16	-0.3	-2	-1	-16	-6
CNCCOc1ccc(Cl)c(Cl)c1	0	1	-3	11	-0.5	-2	4	10	5
Cc1cc(N2CCN(c3nc(-c4ccccc4)cs3)CC2)c2ccccc2n1	51*	-3	8	37	2.2	-2	5	15	63*
Cn1c(=O)n(C)c2cc([N+](=O)[O-])c(N3CCN(C(=O)C(C)(C)C)CC3)cc21	9	-1	5	21	2.4	-2	6	3	6
CC1CCCCN1C(=O)c1c(Cl)cnn1C (stereo not drawn)	3	0	8	9	1.8	-7	10	5	1
COc1ccc([N+](=O)[O-])cc1N(CC(O)CN1CCCCC1)S(=O)(=O)c1ccc(C)cc1 (stereo not drawn)	0	-4	3	-7	-0.5	-2	-5	-10	0
CN(C)C(=O)Cn1cc(S(=O)(=O)Cc2ccccc2)c2ccccc21	-4	-2	-10	-13	5.9	-4	11	-5	-5
COc1ccc(S(=O)(=O)N2CCN(CC(=O)Nc3cc(OC)cc(OC)c3)CC2)cc1	-3	-3	3	-5	-1.8	6	-3	5	7
CSc1c(CC(=O)Nc2ccc(F)cc2)n(Cc2ccccc2)c2ccccc12	21	2	1	86*	0.2	-2	2	14	7
NC(=O)C1CCN(c2nc(-c3ccc(Br)cc3)cs2)CC1	4	3	-3	-3	5.2	-1	1	8	-8
CCOC(=O)C1(CCc2ccccc2)CCN(C(=O)c2occc2C)CC1	32	-1	7	-23	-0.7	-2	11	19	-1
CC(/C=N/NC(=O)c1ccc(CN2c3cccc4cccc(c34)S2(=O)=O)cc1)c1ccccc1 (stereo not drawn)	17	-1	-9	7	0.8	7	-29	33	30
Cc1cc(C)c2cc(CN(CCN(C)C)C(=O)Nc3ccccc3Cl)c(=O)[nH]c2c1	9	-3	13	33	2.8	-3	3	4	1
O=C(c1ccccc1NS(=O)(=O)c1ccc(Br)s1)N1CCOCC1	18	1	5	-10	1.3	-2	-14	24	24
CCCC(=O)Nc1ccc(N2CCOCC2)cc1	8	-3	-6	32	0.8	-3	-2	3	6

Taken from the results shown (6 entries):
SMILES	tim10-1 inh	UPR XBP1 act	CXCR6 inh	Mdm2-MdmX inh	UPR CHOP act	APJ agonist	APJ antagonist	TIM10 inh	tim23-1 inh
COc1cccc(/C=N/NC(=O)CN2C(=O)NC3NC(=O)NC32)c1 (stereo not drawn)	2	0	0	-8	-1.0	4	-10	3	8
Cc1cccc(NC(=S)N2CCN(Cc3ccc4c(c3)OCO4)CC2)c1C	-3	-2	0	-15	-1.6	7	5	-10	-1
CC(C)(C)c1ccc(-c2nc3cc(N)ccc3o2)cc1	10	-6	-9	-28	1.6	-4	14	10	37
COc1cccc(CNc2ncc(C(=O)Nc3cc(OC)c(OC)c(OC)c3)c(C)n2)c1	-9	0	-6	55*	-0.1	-3	-4	-7	-2
CC(C)(C)c1nc(SCC(=O)N2CCCC2)c2ccccc2n1	-22	-3	1	18	-0.9	-4	6	16	33
COc1cccc(NC(=O)Cn2nnc(C(=O)Nc3ccccc3)c2N)c1	-17	5	7	-17	-1.0	-1	10	1	0

Additional records follow.
SMILES	tim10-1 inh	UPR XBP1 act	CXCR6 inh	Mdm2-MdmX inh	UPR CHOP act	APJ agonist	APJ antagonist	TIM10 inh	tim23-1 inh
COc1ccc(C(=O)Nc2sc3c(c2C(=O)NCc2ccco2)CCCC3)cc1OC	31	6	8	21	4.7	0	3	32	-4
CCCCCCn1c(N2CCCC2)nc2c1c(=O)n(C)c(=O)n2C	8	-4	4	14	-1.4	-2	10	1	26
COc1ccccc1CN(C)C(=O)c1ccccc1SCC(=O)N1CCCC1	-11	-2	1	-7	0.6	-2	6	-14	5
COc1ccc(-c2cc3c(=O)n(CC(=O)NCCCN4CCC(N5CCCCC5)CC4)ncn3n2)cc1	-14	-6	5	67*	2.2	-4	13	-57	-89
CCN1C(=O)[C@H]2[C@@H](c3ccc(C)cc3)N3C(=O)N(c4cccc(Cl)c4)C(=O)[C@@]3(Cc3ccccc3)[C@H]2C1=O	-4	-1	-5	-10	2.4	2	-62	4	4
